# Screening data: PubChem, several laboratories
# KOR beta-arrestin-1 – KOR agonists, beta-arrestin recruitment, primary screen, cell-based, luminescence, uHTS (AID 1777). KOR beta-arrestin recruitment, luminescence; higher % means a stronger effect. activation, % at 10 µM, or EC50 in µM where a hit was titrated. 280,000 compounds, 0.02% hits; in the data active = activation above about 50%, passing the limit was not always enough; note: a part of the inactive calls stands beside numbers as strong as those of hits
# KOR beta-arrestin-2 – KOR antagonists, beta-arrestin recruitment, cell-based, luminescence, uHTS (AID 1778); inhibition, % at 10 µM; hits with a dose series show IC50 in µM; 290,000 compounds, 0.091% hits; KOR beta-arrestin recruitment, luminescence, antagonist mode; higher % means a stronger effect; in the data active = inhibition above about 50%; note: strong numbers were not always called active
# HIV fusion peptide – inhibitors of HIV fusion peptide binding, primary screen, biochemical, uHTS, fluorescence dequenching (AID 1986); inhibition, % at 20 µM; hits with a dose series show IC50 in µM; 290,000 compounds, 0.3% hits; cell-free peptide binding, fluorescence dequenching, 30 min; higher % means a stronger effect; in the data active = inhibition mostly above about 52%, no sharp cut-off; inactive = mostly below about 76%; note: some results filed as inactive read as strong as hits
# GPR55 activation – GPR55 agonists via beta-arrestin recruitment, primary screen, imaging, U2OS cells, beta-arrestin-GFP redistribution (AID 1961); activation, % at 10 µM; hits with a dose series show EC50 in µM; 290,000 compounds, 0.048% hits; U2OS GPR55 beta-arrestin-GFP redistribution imaging; higher % means a stronger effect;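 active = activation above 40% with more than 50 cells counted in the well; inconclusive = wells holding fewer than 50 cells, flagged as toxic or sparse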;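 note: U2OS osteosarcoma cells stably expressing GPR55 and beta-arrestin-GFP; plate controls were DMSO negative control for no effect and LPI positive control for full effect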
# GPR35 antagonists – inhibition of zaprinast-stimulated GPR35 beta-arrestin translocation – imaging, U2OS, beta-arrestin-GFP, zaprinast agonist, primary screen (AID 2058); U2OS GPR35 beta-arrestin-GFP translocation imaging, zaprinast antagonism; higher % means a stronger effect; 290,000 compounds, 0.052% hits; inhibition, % at 10 µM; hits with a dose series show IC50 in µM;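 active = inhibition of at least 50% with at least 30 cells and total cytoplasm GFP at most 10,000,000; inconclusive = under 30 cells or total GFP of 10,000,000 plus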
# Dengue-2 NS5 capping – Dengue-2 NS5 methyltransferase inhibitors, primary screen, biochemical, confirmation dose response (AID 588689) | Dengue-2 NS5 methyltransferase capping enzyme assay, biochemical; higher % means a stronger effect | inhibition, % at 25 µM; hits with a dose series show IC50 in µM | 340,000 compounds, 0.3% hits; in the data active = a potency from the dose series; inconclusive = inhibition above about 29% without an active follow-up result
# NOD1 inhibition – inhibition of NOD1-driven NF-kB reporter – cell-based, luminescence, uHTS, primary screen (AID 1578) | 290,000 compounds, 1% hits | NOD1-driven NF-kB luciferase reporter cells, luminescence; higher % means a stronger effect | one-dose inhibition, % at 4 µM; EC50 in µM for titrated hits; in the data active = inhibition mostly above about 36%, no sharp cut-off; inactive = mostly below about 34%;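 note: HEK-293T reporter cells stimulated with the NOD1 agonist gamma-tri-DAP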
# GPR55 antagonists – inhibition of LPI-stimulated GPR55 beta-arrestin translocation – imaging, U2OS, beta-arrestin-GFP, LPI agonist, primary screen (AID 2013); U2OS GPR55 beta-arrestin-GFP translocation imaging, LPI antagonism; higher % means a stronger effect; inhibition, % at 10 µM, or IC50 in µM where a hit was titrated; 290,000 compounds, 0.13% hits;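 active = spots per cell inhibited over 60%, with over 100 cells counted and total cytoplasm intensity under 500,000; inconclusive = wells with under 100 cells, flagged as likely toxic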;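 note: U2OS cells stably carrying GPR55 and arrestin-GFP stimulated by 5 µM LPI near EC80; imaged beta-arrestin-GFP aggregate spots per cell after agonist stimulation; plate controls were LPI-stimulated DMSO wells for no effect and DMSO wells without LPI for full effect; some results filed as inactive read as strong as hits; confirmed hits need IC50 under 10 µM and bright autofluorescent wells are also inconclusive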
# West Nile virus CPE – inhibition of WNV-induced cytopathic effect – cell-based, CPE readout (AID 1621). West Nile virus-infected cells, CPE inhibition; higher % means a stronger effect. one-dose CPE inhibition, % at 10 µM; IC50 in µM for titrated hits. 290,000 compounds, 0.02% hits; in the data active = a potency from the dose series; inconclusive = CPE inhibition mostly from about 3.7% at the one dose, without a potency; inactive = the rest, 99 in 100 with CPE inhibition below about 2.2%; note: strong numbers were not always called active
# Dengue-2 NS5 capping pilot replicate – further read-out of Dengue-2 NS5 capping, marked with its call; inhibition, %; measured here: pilot screen replicate inhibition
# Starred values were filed as active, the others as inactive; u = inconclusive; x = not tested or not shown; [ ] = remark or other dose. Only part of the results is shown; rates above refer to the full screens.
SMILES,KOR beta-arrestin-1,KOR beta-arrestin-2,HIV fusion peptide,GPR55 activation,GPR35 antagonists,Dengue-2 NS5 capping,NOD1 inhibition,GPR55 antagonists,West Nile virus CPE,others
Cc1cc(NC(=O)Nc2ccc(OCc3ccccc3)cc2)n(C)n1,2.2%,24%,-1.0%,-0.1%,-7%,-5%,-14%,6%,-0.6%,
CC(=O)Nc1ccc(NC(=O)CSc2nnc(C)n2-c2ccccc2)cc1,-3.7%,-5%,1.0%,-0.1%,10%,8%,-28%,21%,0.8%,Dengue-2 NS5 capping pilot replicate=1.8
COC(=O)/C=C1\N/C(=N\c2nc(C)cc(C)n2)N(c2ccc(C)c(C)c2)C1=O,7.0%,20%,0.1%,0.1%,-16%,-11%,0%,6%,-1.8%,
COc1ccc(/C=C(/NC(=O)c2ccc(OC)cc2)C(=O)NCCc2c[nH]c3ccccc23)cc1,9.6%,2%,-0.8%,-0.3%,10%,1%,-10%,2%,-0.6%,
CCc1ccc(N2CCN(C(=O)c3ccc(OC)c(OC)c3)CC2)cc1,1.5%,13%,-1.9%,0.2%,-10%,-4%,-19%,-4%,-0.8%,
COC(=O)C12CCC3(SCCS3)C(C(=O)OC)(CCC13SCCS3)C2,-3.3%,32%,2.0%,0.2%,-6%,-2%,-1%,-2%,-0.6%,
CCCOC(=O)CC1C(=O)NCCN1C(=O)OC(C)(C)C (centres undefined),-1.3%,5%,1.7%,-0.2%,4%,-4%,-22%,11%,0.7%,
CC1(C)CC(=O)/C(=C(\O)c2ccccc2)C(=NCCO)C1,3.6%,-8%,-0.2%,0.3%,6%,2%,3%,19%,-0.5%,
O=S(=O)(c1ccc2nc(-c3ccccc3)[nH]c2c1)N1CCN(c2ccc(Cl)cc2)CC1,2.1%,-19%,17%,0.5%,5%,2%,-26%,-3%,u,
Cc1ccc(N2C(=O)c3cccc4c(N)ccc(c34)C2=O)c2cccnc12,20%,-97%,146%,0.0%,21%,u,-10%,-8%,0.7%,
Cc1ccc2nc(-c3ccccc3)cn2c1,0.9%,2%,-0.1%,-0.1%,1%,-5%,18%,27%,-0.5%,
O=C(CN1CCOCC1)Nc1scc(-c2ccccc2)c1C(=O)N1CCOCC1,-5.1%,-24%,-3.5%,-0.2%,21%,-4%,16%,-5%,0.2%,
CSc1nnc(NC(=O)c2cc(=O)c3cc(C)cc(C)c3o2)s1,9.7%,-18%,6.9%,1.0%,4%,0%,-8%,8%,0.3%,
NC(=O)NC1CCCc2c1[nH]c1ccc(Cl)cc21 (centres undefined),-2.7%,-24%,2.6%,-0.3%,4%,2%,-5%,0%,-0.3%,
COc1cc(CNC(C)(C)CO)cc(Br)c1OCc1ccccc1,0.7%,-22%[20 µM],-0.2%,0.2%,-5%,5%,-11%,10%,-0.2%,
Cc1ccc(-c2nn3c(=O)c(C)nnc3s2)cc1,0.3%,19%,2.4%,-0.2%,8%,-2%,-3%,11%,0.9%,
Cc1cc(C)n(C(=O)CCC2COc3ccccc3O2)n1 (centres undefined),0.3%,3%,1.6%,0.0%,-8%,x,-8%,-6%,-0.1%,
Cc1cc(C)n2c(SCC(=O)N(C)C3CCCCC3)nnc2n1,-6.5%,-9%[20 µM],-0.7%,-0.1%,2%,-12%,-28%,6%,0.3%,
Cc1c(Cl)c([N+](=O)[O-])nn1Cc1ccc(C(=O)N/N=C\c2cccc(Br)c2)o1,-3.1%,-16%,-2.1%,0.0%,-23%,-3%,2%,-15%,0.1%,
Cc1cc(SCC(=O)OCC(=O)c2c(N)n(C)c(=O)n(C)c2=O)c(C)cc1Br,3.6%,-55%,-0.7%,0.0%,2%,-3%,-11%,1%,0.7%,

# Retrieved one by one from above:
SMILES,KOR beta-arrestin-1,KOR beta-arrestin-2,HIV fusion peptide,GPR55 activation,GPR35 antagonists,Dengue-2 NS5 capping,NOD1 inhibition,GPR55 antagonists,West Nile virus CPE,others
Cc1cc(SCC(=O)OCC(=O)c2c(N)n(C)c(=O)n(C)c2=O)c(C)cc1Br,3.6%,-55%,-0.7%,0.0%,2%,-3%,-11%,1%,0.7%,
CC1(C)CC(=O)/C(=C(\O)c2ccccc2)C(=NCCO)C1,3.6%,-8%,-0.2%,0.3%,6%,2%,3%,19%,-0.5%,

# Continued.
SMILES,KOR beta-arrestin-1,KOR beta-arrestin-2,HIV fusion peptide,GPR55 activation,GPR35 antagonists,Dengue-2 NS5 capping,NOD1 inhibition,GPR55 antagonists,West Nile virus CPE,others
CC1(CCc2ccc(O)cc2)NC(=O)NC1=O (centres undefined),-1.4%,17%,-1.4%,-0.1%,-5%,-5%,41%,3%,0.5%,
O=C(NCC1CCCO1)c1onc(CSc2ccc(Cl)cc2)c1C(=O)O (centres undefined),0.0%,-5%,5.3%,-0.1%,-18%,-3%,7%,1%,-0.1%,
CCC1(c2ccc(F)cc2)NC(=O)NC1=O (centres undefined),-1.6%,-2%,1.1%,0.3%,12%,-7%,-15%,3%,-0.8%,
O=C(CNC(=O)N1CC(=O)Nc2ccccc21)Nc1ccccc1,0.3%,-3%,-0.4%,0.2%,14%,-5%,-21%,5%,-0.2%,
O=C(NC(=S)Nc1ccc(S(=O)(=O)Nc2nccs2)cc1)C1CC1,2.8%,27%,2.2%,0.0%,4%,-2%,-1%,13%,0.6%,
O=C(c1ccccc1)N1CC(COc2ccccc2)OC(c2ccco2)O1 (centres undefined),-0.3%,1%,-2.6%,0.6%,-10%,4%,-1%,7%,1.6%,
CCn1c(=O)c(C)nn2c3ccccc3nc12,-9.4%,18%,-0.5%,0.7%,-20%,x,6%,-7%,0.5%,
CCOC(=O)N1CCN(C(=O)C2CCN(S(=O)(=O)c3c(C)cc(C)cc3C)CC2)CC1,19%,-16%,-1.7%,-0.1%,-4%,-7%,-6%,15%,-0.3%,Dengue-2 NS5 capping pilot replicate=-3.7
N#C/C(=C\Nc1ccc2c(c1)OCCO2)C(=O)NCc1ccco1,2.0%,12%,-2.0%,-0.1%,10%,-4%,-13%,9%,-0.9%,
O=C(O)c1cccc(N/N=C/c2cccnc2)c1,0.3%,2%,-1.7%,-0.3%,-12%,1%,5%,6%,0.2%,
COc1cccc(C(=O)Nc2nnc(C(C)C)s2)c1,-4.3%,-11%,3.0%,-0.1%,-17%,1%,-39%,14%,0.1%,
CC/C(O)=C(/C#N)c1nnc2n1CCCCC2,-1.6%,26%,-0.6%,-0.1%,2%,-4%,-20%,6%,-0.1%,
Nc1cccc2c1C(=O)N(Cc1cccc(Cl)c1)C2=O,-1.3%,12%,6.6%,-0.3%,-3%,9%,-20%,-3%,0.0%,
N#CC1=C(N)Nc2nc3ccccc3n2C1c1ccc(F)cc1 (centres undefined),2.6%,-2%,3.8%,-0.1%,-4%,-4%,-12%,7%,-1.0%,
Cc1ccc(C(=O)OC(C(=O)Nc2ccc(Cl)cc2C(F)(F)F)c2ccccc2)cc1 (centres undefined),4.2%,-4%,0.4%,0.0%,-4%,0%,3%,-6%,-1.1%,
CCOC(=O)Cc1csc(NC(=O)c2ccc(Br)o2)n1,-2.9%,25%,-1.7%,-0.2%,17%,-3%,5%,-1%,0.1%,
Cc1cc(C)c(C(=O)CSC2=NC(N)=C(C#N)C3(CCCCC3)C2C(N)=O)cc1C (centres undefined),4.7%,-29%,0.6%,-0.2%,-1%,-9%,-10%,10%,-0.1%,
CCN(CC)CCN1C(=O)C(=O)/C(=C(/O)c2ccncc2)C1c1ccccc1F (centres undefined),-7.2%,-19%,0.5%,0.3%,-6%,-4%,1%,0%,0.1%,
CC1CCN(CCCN2C(=O)C3C(C(=O)Nc4cccc(Cl)c4)C4C=CC3(O4)C2C(=O)NC2CCCCC2)CC1 (centres undefined),-3.8%,-9%,0.8%,0.3%,13%,-17%,-26%,20%,0.1%,
CSCC[C@H](NC(=O)COc1ccc(Cl)cc1Cl)c1nc2ccccc2[nH]1,1.5%,38%,-0.2%,-0.1%,-8%,-6%,-14%,-2%,-0.8%,
COc1ccc(/C=C/C(=O)c2ccc(Cl)cc2)c(OC)c1,-1.7%,-9%,1.5%,7.8%,13%,-2%,3%,22%,1.5%,
O=C(CCc1nnc(CCCCc2ccccc2)o1)NC(c1cccnc1)C(F)(F)F (centres undefined),-4.8%,-39%,-1.5%,0.3%,-1%,-7%,-23%,-5%,-0.9%,
Cc1nn(Cc2ccccc2)c(N)c1C#N,-1.3%,-4%,-0.3%,0.1%,-7%,0%,15%,-2%,0.3%,
COc1ccc(CCNC(=O)COC(=O)/C=C/c2ccc(OCC#N)c(OC)c2)cc1OC,-0.4%,x,0.1%,0.1%,5%,-5%,-26%,25%,1.2%,
COc1cccc(Nc2ncnc3c2cnn3C)c1,3.4%,-23%,-2.4%,-0.2%,-8%,-1%,-6%,-6%,0.2%,
O=C(O)CCCn1nc(C(F)(F)F)c2c1CCCCC2,3.0%,-2%,-3.7%,-0.2%,23%,0%,13%,-4%,-0.1%,
COc1ccc(OC)c(C2N(c3ccccn3)C(=O)C3CCCN32)c1 (centres undefined),-0.9%,7%,-2.0%,0.0%,-13%,-2%,-18%,12%,0.0%,
O=C(Nc1ccc(Nc2ccncc2)cc1)c1ccc(Nc2ccnc3ccc([N+](=O)[O-])cc23)cc1,2.1%,-3%,-13%,-0.1%,32%,-13%,-6%,2%,2.8%,
Nc1ccc(-c2ccc(N)c(C(=O)O)c2)cc1C(=O)O,2.7%,4%,3.6%,-1.9%,-6%,7%,-10%,6%,0.1%,
O=C(CC1C(=O)NCCN1C(=O)Nc1ccc(F)cc1F)Nc1cc(Cl)ccc1Cl (centres undefined),3.5%,-45%,-1.3%,1.0%,-6%,0%,22%,-11%,-0.1%,
Cc1nc(C(=O)Nc2ccccc2)sc1C1(C)CC(c2cccnc2)=NO1 (centres undefined),2.0%,14%,2.7%,-0.1%,-9%,-14%,1%,3%,-0.3%,
Cc1noc(C(=O)N2CC3(C)CC2CC(C)(C)C3)c1Cl (centres undefined),-3.0%,1%,0.0%,0.4%,22%,0%,8%,-5%,-0.5%,
COc1ccc(Cl)cc1S(=O)(=O)N1CCCC1,0.2%,-15%,0.2%,-0.1%,-2%,-8%,7%,-1%,-0.6%,
O=C(NCc1ccc(F)cc1Cl)C1CC(=O)N(C2CCCCCCC2)C1 (centres undefined),-5.2%,-10%,-1.0%,0.3%,20%,-4%,-7%,11%,-0.2%,
OCCNc1nc2ccccc2n1-c1ccccc1,2.6%,-28%,1.3%,0.0%,-6%,6%,-21%,4%,-0.2%,
NC(=O)CSc1nnc(-c2cccs2)n1Cc1ccco1,3.3%,-2%,2.7%,-0.3%,6%,2%,1%,1%,0.5%,
